# Tb hexokinase = blocks Trypanosoma brucei hexokinase 1 activity; inhibition, % at 10 µM; AID 1430; recombinant TbHK1, G6PDH-coupled NADH A340; actives 0.11% (n = 220,000);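 active = inhibition of 50% or more in the single-dose primary screen; inactive = inhibition below 50%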
# RBBP9 inhibitor = inhibitors of human serine hydrolase RBBP9. O75884. recombinant RBBP9, FP-Rh probe fluorescence polarization. actives 0.2% (n = 220,000). inhibition, % at 7.94 µM;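 active = inhibition above the campaign mean of all tested compounds plus 3 SD, cut at about 14% in these data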;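 also: plate controls were DMSO wells with RBBP9 for no effect and wells lacking RBBP9 protein for full effect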
# Target sequence (O75884 whole entry, looked up): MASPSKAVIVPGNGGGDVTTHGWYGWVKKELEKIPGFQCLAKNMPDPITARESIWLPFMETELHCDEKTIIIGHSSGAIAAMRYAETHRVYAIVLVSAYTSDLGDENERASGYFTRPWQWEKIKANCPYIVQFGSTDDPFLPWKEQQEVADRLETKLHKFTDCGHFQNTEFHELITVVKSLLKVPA
#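 System: RBBP9 protein / Buffer or medium: Tris/NaCl buffer pH 8.0 with 0.1% Pluronic / Probe or stimulus: Serine-hydrolase probe FP-Rh, 375 nM pre-mixing / Dosing: 7.94 µM single dose, 0.794% DMSO / Times: enzyme-compound preincubation 30 min, then probe labeling 45 min, 25 °C / Technique: fluorescence polarization (mP), excitation 525 nm, emission 598 nm / Replication: singlicate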
# Furin inh = blocks human furin protease activity. P09958. purified furin, fluorogenic substrate cleavage. actives 0.061% (n = 220,000). inhibition, % at 30 µM; in the data active = inhibition above about 25%; also: inactives centre near -15
# Runt-CBFb FRET = Runt domain-CBFb interaction inhibition. Q01196+Q13951. inhibition, % at 20 µM. Cerulean-Runt/Venus-CBFb FRET ratio 530/480, 1 h. actives 0.46% (n = 220,000);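 active = inhibition over about 50% at 20 µM in the single-dose screen, limit read from the data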;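 also: 0% = DMSO wells and 100% = excess unlabeled CBFb competitor control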
# Target sequence (Q01196 whole entry, looked up, the tested form may be a part): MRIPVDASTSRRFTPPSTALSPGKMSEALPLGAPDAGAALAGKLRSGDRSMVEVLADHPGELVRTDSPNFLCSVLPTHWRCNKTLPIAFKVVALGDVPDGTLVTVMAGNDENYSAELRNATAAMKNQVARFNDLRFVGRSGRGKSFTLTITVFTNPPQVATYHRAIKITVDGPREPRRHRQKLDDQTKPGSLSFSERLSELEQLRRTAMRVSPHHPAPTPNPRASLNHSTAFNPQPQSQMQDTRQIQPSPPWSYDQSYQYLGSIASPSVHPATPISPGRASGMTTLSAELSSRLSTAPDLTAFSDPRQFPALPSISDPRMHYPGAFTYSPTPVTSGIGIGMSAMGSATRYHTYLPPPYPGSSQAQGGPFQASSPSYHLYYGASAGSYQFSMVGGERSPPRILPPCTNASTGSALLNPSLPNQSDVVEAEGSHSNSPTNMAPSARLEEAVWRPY
# Target sequence (Q13951 whole entry, looked up, the tested form may be a part): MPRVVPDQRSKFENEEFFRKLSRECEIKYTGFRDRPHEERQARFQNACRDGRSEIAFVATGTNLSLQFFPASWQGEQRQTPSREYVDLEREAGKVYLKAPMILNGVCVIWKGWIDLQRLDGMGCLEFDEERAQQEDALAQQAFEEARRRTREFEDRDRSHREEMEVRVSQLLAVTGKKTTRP
#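 Assay system: Cerulean-Runt domain / Medium: Tris 50 mM pH 7.5, KCl, K2SO4, 0.01% BSA / Timing: protein complex preformed 1 h, compound exposure 1 h, room temperature, dark / Measured by: FRET, excitation 422 nm, emission at 530 and 480 nm / Evaluation: loss of energy transfer signal / Control set: 5 µM unlabeled CBFb as full-inhibition high control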
# EBV gp42 block = EBV gp42 inhibition | Q1HVG2 | Fluorescence polarization binding assay, mP read-out | inhibition, % (tested at 21.74 µM) | actives 0.42% (n = 220,000); in the data active = inhibition above about 50%
# Target sequence (Q1HVG2 whole entry, looked up): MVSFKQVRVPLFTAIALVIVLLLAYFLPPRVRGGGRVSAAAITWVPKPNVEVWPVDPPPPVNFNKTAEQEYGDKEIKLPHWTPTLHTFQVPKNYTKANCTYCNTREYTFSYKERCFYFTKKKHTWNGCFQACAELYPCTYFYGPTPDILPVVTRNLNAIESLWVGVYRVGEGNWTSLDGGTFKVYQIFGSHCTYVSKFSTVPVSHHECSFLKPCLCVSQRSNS
# p47phox inh = inhibitors of human p47phox binding. P14598. p47phox/p22phox peptide binding, fluorescence polarization, 2 h. inhibition, % at 24.7 µM. actives 0.53% (n = 220,000);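 active = inhibition above about 30%, limit read from the data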;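 also: 0% = p47phox with labelled peptide and 100% = labelled peptide alone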
# Runt-SMMHC FRET = Runt domain-CBFb-SMMHC interaction inhibition. actives 0.74% (n = 220,000). AID 1434. inhibition, % at 20 µM. Cerulean-Runt/Venus-CBFb-SMMHC FRET ratio 530/480, 1 h. Q01196+Q13951;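 active = mean inhibition across duplicate retests at 20 µM reaching about 50%, limit read from the data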;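 also: 0% = DMSO wells and 100% = wells with excess untagged CBFb-SMMHC; inhibitors lower the FRET ratio by blocking Runt binding to CBFb-SMMHC; some results filed as inactive read as strong as hits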
# Calpain2 inh = blocks pig calpain II enzyme activity | AID 1236 | inhibition, % at 16 µM | purified calpain II, fluorogenic peptide substrate, 30 min | actives 0.37% (n = 220,000);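 active = inhibition above about 50%, limit read from the data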
# p97 ATPase inh = blocks human p97 ATPase activity; recombinant p97 ATPase, Kinase-Glo ATP luminescence, 3 h; inhibition, % at 8 µM; actives 0.42% (n = 220,000); AID 1481; in the data active = inhibition above about 15%;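 also: 0% = DMSO vehicle and 100% = wells lacking enzyme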
# Numbers without * were called inactive; i = inactive; · = not tested or not shown; [ ] = another dose, or the depositor's remark.
No.	Tb hexokinase	RBBP9 inhibitor	Furin inh	Runt-CBFb FRET	EBV gp42 block	p47phox inh	Runt-SMMHC FRET	Calpain2 inh	p97 ATPase inh	mol
1	-1	-1	-26	1	11	0	-4	-5	1	O=C(O)CSc1nc2ccccc2n1C1CCCCC1
2	-10	-8	-2	1	-1	-11	1	8	-4	COc1cc(OC)c(OC)cc1CN1CCCC(C(=O)c2ccc3c(c2)OCO3)C1 (centres undefined)
3	-3	-2	-11[20 µM]	0	-12	-4	0	-11	9	COc1ccc(Cc2nn[nH]n2)cc1
4	-7	-3	-23	3	9	2	-4	-13	5	O=C(CSc1ccc([N+](=O)[O-])cn1)Nc1ccc(N2CCOCC2)c(Cl)c1
5	-2	-10	-11	2	-5	-4	-2	33	-6	COc1ccc(Br)cc1C1SCCN1S(C)(=O)=O (centres undefined)
6	-3	-4	-23	-1	20	-12	-6	-61	4	CC(C)(C)NC(=O)C(c1c[nH]c2ccccc12)N(C(=O)Cn1nnc(-c2ccc(Cl)cc2)n1)c1ccccc1F (centres undefined)
7	-16	0	-21[20 µM]	0	5	-1	-2	-56	2	COc1cccc(/C=N/Nc2ncnc3scc(-c4ccccc4)c23)c1OC
8	-12	-8	-9[20 µM]	-43	53*	-55	-132	14	3	C=CCN1C(=O)/C(=C/c2ccc(N(C)C)cc2)S/C1=N\c1nnc(CC)s1
9	6	-2	-10	0	-13	-10	-3	25	-4	COCCn1cnnc1SCC(=O)Nc1ccc(Br)cc1F
10	-6	4	-13[20 µM]	-1	·	·	-5	·	-2	Cn1nc(-c2ccc(C(=O)NCC3CCCO3)cc2)c2ccccc2c1=O (centres undefined)
11	-9	1	-15	-1	-8	-3	1	1	1	FC(F)(F)c1nnc(Nc2ccc(Cl)cc2)s1
12	-3	-5	-22	-2	-14	-2	-9	3	0	COc1cc(S(=O)(=O)N2CCN(C(=O)c3ccccc3F)CC2)c(OC)cc1NC(C)=O
13	-4	6	-33	·	-27	-6	-5	-29	4	CCn1cnc2sc(C(=O)Oc3ccc(Br)cc3)c(C)c2c1=O
14	-2	-5	-22	-1	-2	1	1	0	0	CC(COc1ccccc1)N1CCC(CO)(Cc2ccccc2)CC1 (centres undefined)
15	-13	-5	-16	3	10	-8	8	-49	2	Cc1cccn2c(=O)c(C=Nc3ccccc3)c(NCc3ccco3)nc12
16	-1	-6	-5[20 µM]	·	·	·	·	·	-5	CCCCN(CCCC)S(=O)(=O)c1ccc(N2CCCC2=O)c([N+](=O)[O-])c1
17	1	-8	-24	-3	2	-1	-5	-9	4	Cc1cc(C)cc(C(=O)NCC(=O)OCC(=O)N2CCCCC2)c1
18	7	-1	-13	·	5	5	3	16	-2	CC(=O)N1c2c(cc(Br)cc2S(=O)(=O)Nc2c(C)n(C)n(-c3ccccc3)c2=O)CC1C (centres undefined)
19	-8	4	0[20 µM]	2	-12	-6	-2	8	3	COc1ccc(NC(=O)c2cccs2)cc1OC
20	36	-18	-9	-2	-3	-10	-4	-24	-1	O=C(CCC(=O)c1ccc(F)cc1)Nc1cccc(S(=O)(=O)Nc2cccc(Cl)c2)c1
21	-7	0	-10	2	-25	2	2	-1	2	CCOC(=O)C(C(=O)OCC)[C@@H]1CS(=O)(=O)C[C@H]1C(C(=O)OCC)C(=O)OCC
22	4	-2	-8	0	-9	-10	-10	3	-4	Cn1c(C(=O)N2CCCC(C(=O)NCCc3ccccc3)C2)cc2sccc21 (centres undefined)
23	-1	-1	-2	-2	-10	-5	-1	37	3	CC(C)(C)C(=O)NNC(=O)COc1ccc2ccccc2c1Br
24	-7	-4	-11[20 µM]	1	-8	-8	-3	-14	-1	CN(c1ccc(C(=O)Nc2ccc3c(c2)OCCO3)cc1)S(C)(=O)=O
25	-1	3	-4[20 µM]	-2	-19	-11	-4	13	0	CCOC(=O)N1CCC(NC(=O)C(NC(=O)C2CCC(C)CC2)C(C)CC)CC1 (centres undefined)

# From entry 20 to 25, copied from above:
No.	Tb hexokinase	RBBP9 inhibitor	Furin inh	Runt-CBFb FRET	EBV gp42 block	p47phox inh	Runt-SMMHC FRET	Calpain2 inh	p97 ATPase inh	mol
20	36	-18	-9	-2	-3	-10	-4	-24	-1	O=C(CCC(=O)c1ccc(F)cc1)Nc1cccc(S(=O)(=O)Nc2cccc(Cl)c2)c1
21	-7	0	-10	2	-25	2	2	-1	2	CCOC(=O)C(C(=O)OCC)[C@@H]1CS(=O)(=O)C[C@H]1C(C(=O)OCC)C(=O)OCC
22	4	-2	-8	0	-9	-10	-10	3	-4	Cn1c(C(=O)N2CCCC(C(=O)NCCc3ccccc3)C2)cc2sccc21 (centres undefined)
23	-1	-1	-2	-2	-10	-5	-1	37	3	CC(C)(C)C(=O)NNC(=O)COc1ccc2ccccc2c1Br
24	-7	-4	-11[20 µM]	1	-8	-8	-3	-14	-1	CN(c1ccc(C(=O)Nc2ccc3c(c2)OCCO3)cc1)S(C)(=O)=O
25	-1	3	-4[20 µM]	-2	-19	-11	-4	13	0	CCOC(=O)N1CCC(NC(=O)C(NC(=O)C2CCC(C)CC2)C(C)CC)CC1 (centres undefined)

# More entries.
No.	Tb hexokinase	RBBP9 inhibitor	Furin inh	Runt-CBFb FRET	EBV gp42 block	p47phox inh	Runt-SMMHC FRET	Calpain2 inh	p97 ATPase inh	mol
26	-10	-19	-3	-2	-4	-15	0	20	1	CC(C)S(=O)(=O)c1csc(NC(=O)Nc2cccc([N+](=O)[O-])c2)c1Cl
27	-1	-4	-19	1	-2	-8	2	-6	3	COc1ccc(CCNC(=O)C2CCC(CNc3c(N4CCCC4)c(=O)c3=O)CC2)cc1OC (centres undefined)
28	-2	·	-32	0	-11	-26	-1	-28	·	CCN1CCN(Cc2ccc(NC(=O)c3ccc(C)c(NC(=O)c4cccc5[nH]ccc45)c3)cc2C(F)(F)F)CC1
29	-4	-6	-20	0	-15	-5	-1	-14	-2	COc1ccccc1NC(=O)CCSc1nnnn1C
30	-32	5	-6	0	-3	-21	-1	-63	6	COc1cc(/C=C/C(=O)Nc2ccc3[nH]c(=O)[nH]c3c2)cc(OC)c1OC
31	-17	-2	-21	1	-4	11	0	-19	-3	C#CCOCCOCCOCCNc1nc(N2CCOCC2)nc(N2CCN(C(=O)[C@H](CCC(=O)O)n3cc(C(N)Cc4ccc(O)cc4)nn3)CC2)n1 (some centres undefined)
32	-5	-5	-15	0	-5	-6	2	-17	4	C=CCn1c(Cc2csc(N)n2)nnc1SCc1ccc(C(=O)OC)cc1
33	1	-1	-27	-4	-9	-12	0	1	0	Cc1ccc(N(C(=O)Cc2cccs2)C(C(=O)NC2CCCCC2)c2ccccn2)cc1C (centres undefined)
34	5	7	-8	-1	1	7	-10	19	-3	CCOc1ccc(OCC)c(NC(=O)C2COc3ccccc3O2)c1 (centres undefined)
35	0	-8	-16[20 µM]	0	-14	10	2	11	-1	Cc1noc(C)c1CSc1nnc2scc(-c3ccc(Cl)cc3)n12
36	-2	-7	-12[20 µM]	1	-6	-2	2	-37	1	CCOc1ccc(C(Nc2ccc(C)cc2)P2(=O)OCCCO2)cc1 (centres undefined)
37	3	-1	-4[20 µM]	-2	-14	-16	-3	-17	1	Cc1c(NC(=O)C(C)OC(=O)CNC(=O)c2ccc(C(C)(C)C)cc2)c(=O)n(-c2ccccc2)n1C (centres undefined)
38	12	-8	-18	0	2	-9	1	-12	6	O=C(CNC(=O)COc1ccccc1)NCc1ccccc1F
39	-15	1	-9[20 µM]	0	5	2	0	-15	5	Cc1c(NC(=O)c2cc3nc(-c4ccc(Cl)cc4)cc(C(F)(F)F)n3n2)c(=O)n(-c2ccccc2)n1C
40	2	-1	-2[20 µM]	1	2	-1	8	i	-7	O=C1c2cccc3cccc(c23)C(=O)N1OS(=O)(=O)c1ccccc1
41	-4	-5	-23	1	-2	17	3	-27	1	Cc1ccc(NC(=S)N(CCCN2CCOCC2)Cc2cccnc2)cc1C
42	3	3	4[20 µM]	-2	-12	-10	1	-21	2	CN(C(=O)Nc1ccccc1)C1CCS(=O)(=O)C1 (centres undefined)
43	-2	-4	-13[20 µM]	·	·	·	·	·	-4	CC(C)CNS(=O)(=O)c1ccc(S(=O)(=O)NC2CCOC(C)(C)C2)cc1 (centres undefined)
44	-17	0	-21	-3	-4	·	-1	-3	1	O=C(Nc1ccon1)c1ccc(N2CCCCC2)c([N+](=O)[O-])c1
45	-4	-8	-25	-2	-10	-5	0	-13	4	CN=C(Nc1ccc(Br)cc1)SC1CC(=O)N(c2ccc(OC)cc2)C1=O (centres undefined)
46	-19	-3	-23	2	-13	-2	1	-9	4	CN1CCN(C(=O)c2ccc3c(=O)n(-c4ccc(F)cc4)c(=S)[nH]c3c2)CC1
47	-3	-5	-25	1	-3	-12	1	-27	1	COc1cc(CNCCCCO)ccc1OCc1ccccc1F
48	-9	-6	-8	14	-11	-18	64*	-74	-3	CCN1/C(=C2\OC(=S)N(C)C2=O)Sc2ccccc21
49	0	-2	-21	-4	0	-11	-5	28	-3	Cn1c(Cc2cccc3ccccc23)nnc1SCC(=O)N1CCN(c2ccccc2)CC1
50	6	0	-7	2	-3	3	2	31	18*	COc1ccc(N2C(=O)C3C(c4ccc(OC)cc4O)NC(Cc4ccccc4)(C(=O)O)C3C2=O)cc1 (centres undefined)
51	2	-7	-9[20 µM]	2	6	-8	1	24	-5	CCn1c(SCC(=O)Nc2nc(C)cs2)nnc1C(NC(=O)c1ccccc1Cl)C(C)C (centres undefined)
52	4	-5	-32[20 µM]	1	4	3	4	13	3	CCN1C(=O)CC(C(=O)Nc2ccc(F)cc2)SC1=Nc1ccc2c(c1)OCO2 (centres undefined)
53	-1	3	-24	-1	-11	-4	-2	-13	7	Cc1[nH]c(=O)[nH]c(=O)c1N1CCOCC1
54	3	-7	-18	0	12	-4	1	15	-4	O=C(O)/C=C/C(=O)Nc1cccnc1
55	-1	1	-12	3	-34	-9	4	-14	2	COc1ccc2nc(SCC(=O)Nc3ccc(S(=O)(=O)Nc4nccc(C)n4)cc3)[nH]c2c1
56	-4	-3	-35	12	-34	-2	65*	-108	-1	NC(=O)c1cc2ccc(O)cc2oc1=Nc1ccccc1
57	11	-13	-3[20 µM]	0	-16	-8	-6	-8	-5	CCN1C(=O)/C(=C/c2cccs2)N(C)C1=S
58	-1	-4	-17	0	-9	-12	-4	-3	6	Cc1ccc(CNC(=O)N[C@@H](Cc2ccccc2)C(=O)O)cc1
59	-7	-6	-36	-1	-13	-5	-3	-29	5	O=C(O)COc1ccc(/C=C2\SC(=Nc3ccccc3)N(c3ccccc3)C2=O)cc1
60	-14	-9	-14	1	-7	5	-1	13	-5	CCc1ccccc1NC(=O)c1ccc([N+](=O)[O-])s1
61	-17	-4	-10[20 µM]	·	-19	0	-4	-23	-1	CCOC(=O)c1c(NC(=O)c2cccnc2)sc(C)c1C
62	23	-1	-25[20 µM]	0	0	-6	-3	13	-2	COc1cc(CC(=O)NCc2cccs2)cc(OC)c1OC
63	-13	-5	11[20 µM]	1	-7	-8	0	16	6	C=C(C)CSc1nnc2n(Cc3ccccc3)c(=O)c3c4c(sc3n12)CCC4
64	-39	-6	-4	3	-3	-10	2	-29	4	O=S1(=O)N=C(N/N=C/c2ccc(Br)o2)c2ccccc21
65	-16	5	-13[20 µM]	-1	4	-16	-1	8	-1	CC(=O)N(Cc1ccc(F)cc1)C1=C(NCCc2ccccc2)C(=O)c2ccccc2C1=O
66	-2	5	-14	-2	10	-1	0	21	-7	CCOc1ccc(NC(=O)CC2C(=O)N(c3ccc(OC)cc3)C(=O)N2CCc2cccs2)cc1 (centres undefined)
67	-4	-8	-25	-2	0	0	2	22	-2	COc1ccc(CCNC(=O)CN(CCc2ccccc2)S(C)(=O)=O)cc1
